HCV inh: inhibitors of hepatitis C virus infection; Potency, µM (top dose mostly 41.8 µM), without a hit: at the highest dose activity change, negative = inhibition, hits mostly inhibitors; Huh7.5.1 HCVcc-Cre infection, luciferase reporter, 44 h; hit rate 3.4% among 340,000; AID 651820; further: potency means the concentration at half of the fitted maximal effect
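Cells seeded at 1,000/well and cultured 4 h, then compounds added followed by HCVcc-Cre virus (~0.5 moi). After 44 h further culture, luciferase substrate was added, plates held 15 min at room temperature, and luminescence read for 15 sec.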
AmpC detergent: blocks E. coli AmpC beta-lactamase in detergent assay | P00811 | AmpC hydrolysis of nitrocefin, absorbance 480 nm, 0.01% Triton | Potency, µM (doses to about 114 µM), inactives show top-dose activity change, negative = inhibition, most hits filed as inhibitors | hit rate 0.041% among 370,000;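 further: potency means the concentration at half of the fitted maximal effect; 0% = no-compound wells and -100% = no-enzyme wells; nearly all actives have a fitted effect of over 25% in size; some results filed as inactive show a strong effect at the top dose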
Target sequence (P00811 whole entry, looked up): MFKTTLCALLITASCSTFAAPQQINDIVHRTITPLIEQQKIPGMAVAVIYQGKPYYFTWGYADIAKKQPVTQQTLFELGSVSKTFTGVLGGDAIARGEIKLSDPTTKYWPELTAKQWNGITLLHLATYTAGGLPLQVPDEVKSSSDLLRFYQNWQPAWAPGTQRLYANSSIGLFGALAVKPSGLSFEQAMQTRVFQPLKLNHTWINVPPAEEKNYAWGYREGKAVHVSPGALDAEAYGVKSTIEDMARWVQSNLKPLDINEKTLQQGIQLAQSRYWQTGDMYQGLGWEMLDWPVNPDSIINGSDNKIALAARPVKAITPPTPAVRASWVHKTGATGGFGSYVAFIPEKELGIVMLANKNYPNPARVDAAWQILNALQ
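20 mM phosphate pH 7.0 + 0.01% (detergent screen) or 0.0001% Triton X-100; 5.3 nM AmpC reagent; cpd preinc 15 min RT; nitrocefin (800 uM stock) to start; A480 q20 s × 4 min; Activity was normalised to no-enzyme and no-compound control wells.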
HCMV antiviral: human cytomegalovirus inhibition; activity change, negative = inhibition, % at 57.5 µM; hit rate 4.5% among 410,000; HFF cells, HCMV-luciferase reporter, 72 h; active compounds read low; in the data active means activity change below about -60%; inconclusive means no clear call, values can overlap the other calls; inactive means above about -39%
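Cell-based, HFFs, 1000 cells/well, 16 h 37C; cpds in DMSO + HCMV-luc, MOI 1 PFU/cell; 72 h 37C; OneGlo luminescence after 5 min RT; norm. to buffer vs Salinomycin 10uM.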
AMA1-RON2 inh: disrupts binding of P. falciparum AMA1 to RON2 | AlphaScreen AMA1-biotinylated RON2 peptide binding | Potency, µM (doses to about 58.2 µM), for inactives: at the top dose activity change, negative = inhibition, usual class: inhibitors | hit rate 0.2% among 360,000;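 further: potency means the concentration at half of the fitted maximal effect; 0% = vehicle wells and -100% = peptide control; nearly all actives have a fitted effect of over 45% in size; some results filed as inactive show a strong effect at the top dose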
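AMA1 (3D7) with his tag at 25 nM final met compounds first, then biotinylated RON2 peptide at 25 nM; detection used donor plus acceptor beads, 10 µg/mL apiece, read by AlphaScreen after 30 min at room temperature.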
Sm TGR inh: S. mansoni TGR enzyme inhibition | purified TGR, DTNB reduction, TNB absorbance 405 nm | Potency, µM (doses to about 114 µM), without a hit: top-dose activity change, negative = inhibition, usual class: inhibitors | hit rate 3% among 360,000 | Q962Y6 | AID 485364; further: potency means the concentration at half of the fitted maximal effect; nearly all actives have a fitted effect of over 60% in size
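Kinetic colorimetric format: TGR-catalysed, NADPH-driven DTNB reduction monitored via TNB absorbance. Enzyme dispensed at 20 nM; compound exposure 15 min at room temperature before reaction start.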
Giardia FBPA inh: inhibitors of Giardia lamblia fructose-1,6-bisphosphate aldolase; purified Giardia FBPA; Potency, µM (doses to about 59.6 µM), inactives show at the highest dose activity, negative = inhibition, actives largely listed as inhibitors; hit rate 0.71% among 290,000; further: potency means the concentration at half of the fitted maximal effect; nearly all actives have a fitted effect of over 55% in size
Target sequence (A8B2U2 whole entry, looked up): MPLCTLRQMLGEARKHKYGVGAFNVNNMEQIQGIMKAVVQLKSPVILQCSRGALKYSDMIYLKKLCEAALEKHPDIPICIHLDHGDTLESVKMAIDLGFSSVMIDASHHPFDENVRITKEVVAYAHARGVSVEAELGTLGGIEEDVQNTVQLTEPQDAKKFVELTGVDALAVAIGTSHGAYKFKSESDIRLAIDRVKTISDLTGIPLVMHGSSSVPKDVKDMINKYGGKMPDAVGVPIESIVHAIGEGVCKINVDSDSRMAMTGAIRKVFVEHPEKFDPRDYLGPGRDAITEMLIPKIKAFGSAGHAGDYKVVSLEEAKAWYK
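Giardia FBPA (40 nM reagent) was preincubated 10 min at RT with compound (up to 57.5 uM final), then substrate plus GAPDH/TPI/NAD/arsenate coupling system with diaphorase/resazurin was added; resorufin fluorescence (525/598 nm) was read after 20 min.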
* marks the source's active call; other numbers are inactive results; ? = inconclusive; . = no result given; [ ] = another dose, or the depositor's remark. Unless noted, the call rests on the fitted dose curve; in most records, active means well fitted curve in the direction sought with a large enough effect; inconclusive means small, poorly fitted or top-dose-only effect, or another doubt; inactive means no such curve, though single readings can be large; an effect the other way counts as inactive or inconclusive. Unless noted, on the % scale 0 is the no-effect control and ±100 the full control effect.

Each structure is followed by: HCV inh, AmpC detergent, HCMV antiviral, AMA1-RON2 inh, Sm TGR inh, Giardia FBPA inh
CCN(CC)c1ccc(/C=N/NC(=O)c2c(Cl)cnn2C)c(O)c1
    3.5µM*, -11%, -101*, 31%[activator], -25%, 14%
C=CCn1c(SCC(=O)Nc2ccc(NC(=O)c3ccco3)c(OC)c2)nnc1-c1ccncc1
    ?, -12%, -17, 12%, 0%, -15%
CC(=O)OC[C@]1(OC(C)=O)C[C@@]23CC[C@H]4[C@@](C)(CCC[C@@]4(C)C(=O)O)[C@@H]2CC[C@@H]1C3
    -18%[8.37 µM], ?, 23, -2%, 0%, 12%
O=C(NCC1CCCCC1)C1CCCN(C(=O)NC2CCCCC2)C1 (configuration not stated)
    -29%, ?, -30, -3%, -5%, -1%
COCCCNC(=O)CSc1nc2cc3c(cc2c(=O)n1CCCCCC(=O)NCc1ccc2c(c1)OCO2)OCO3
    ., 6%, 7, ., 7%, .
CCc1cc2c3c(c1)C1(C(=O)N3C(C)(C)C=C2C)C(C#N)=C(N)Oc2[nH]c(=O)[nH]c(=O)c21 (configuration not stated)
    ?, 3%, -75*, -3%, ?, -6%
O=C(CSc1c2c(nc3cc(Cl)ccc13)CCCC2)NCCN1CCOCC1
    -21%, ?, 12, -28%, -5%, 1%
OCCN(Cc1ccccc1)C(=S)NC1CCCCC1
    8%, ?, -30, -3%, -12%, -3%
Cc1ccc(NC(=O)COC(=O)Cc2ccsc2)cc1S(=O)(=O)N(C)C
    -22%, -3%, -5, 0%, 0%, 2%
COc1ccc(-c2csc(/N=C/N(C)C)n2)cc1OC
    0%, 5%, 26, 4%, 0%, -1%
Cc1ccc(N2CCN(CCCN3C(=O)C4CCCN4C3=O)CC2)cc1 (configuration not stated)
    -12%, ?, -24, -6%, 0%, ?
COc1ccc(NC(=O)/C=C/c2ccc3c(c2)OCO3)cc1
    15%, 4%, ?, -5%, ., -13%
CC(C)c1nn2c(=O)cc(COC(=O)COc3ccccc3F)nc2s1
    ., 18%, 10, ., 1%, .
COc1cc(NS(=O)(=O)c2ccc(C)cc2C)cc(OC)c1OC
    ?, -4%, -18, -6%, 12%, -26%
OC(CN1C2=NCCN2c2ccccc21)c1ccccc1 (configuration not stated)
    -9%, -1%, -9, 4%, -24%, -14%

Reformatted as comma-separated lines: part of the list above.
smiles,HCV inh,AmpC detergent,HCMV antiviral,AMA1-RON2 inh,Sm TGR inh,Giardia FBPA inh
O=C(CSc1c2c(nc3cc(Cl)ccc13)CCCC2)NCCN1CCOCC1,-21%,?,12,-28%,-5%,1%
OCCN(Cc1ccccc1)C(=S)NC1CCCCC1,8%,?,-30,-3%,-12%,-3%

(continued)
Each structure is followed by: HCV inh, AmpC detergent, HCMV antiviral, AMA1-RON2 inh, Sm TGR inh, Giardia FBPA inh
Cc1ccc(CCNC(=O)c2ccc(Nc3nc4ccccc4n4nnnc34)cc2)cc1
    ., 10%, -3, ., 1%, .
Cc1ccc(C(=O)NCc2cccnc2)cc1S(=O)(=O)Nc1ccccc1
    ?, ?, -37, -4%, 15%, 2%
CCOC(=O)c1ccc(NC(=O)c2ccc3c(c2)CCN3S(=O)(=O)c2ccc(Cl)cc2)cc1
    ., 26%, ?, ., 8%, .
C/C=C\C=C/C(=O)Nc1cccc(C2=NOC3(C2)C[C@@H](C(N)=O)N(C(=O)/C=C/C=C\C)C3)c1 (some centres not stated)
    7%, -9%, ., -27%, ?, -29%
Cc1cccc(C(=O)N[C@H](C(=O)Nc2ccc(C)c(S(=O)(=O)N(C)C)c2)C(C)C)c1
    -23%, -5%, -5, 0%, 7%, 0%
CC[C@H](C)[C@@H](C(=O)N1CCNCC1)n1cc([C@@H](N)Cc2ccc(O)cc2)nn1
    37%[activator], 6%, 0, 7%, 0%, 0%
COC(=O)c1ccc(-c2ccco2)n1Cc1cc(C)ccc1C
    -13%, -6%, -12, 4%, 7%, 1%
NCCCC(=O)OC1N=C(c2ccccc2Cl)c2cc(Br)ccc2NC1=O (configuration not stated)
    9%, -1%, -20, 0%, 6%, -2%
CCOCCCn1c(=S)[nH]c2cc(C(=O)NC3CCCCC3C)ccc2c1=O (configuration not stated)
    3%, -13%, -34, 50%[activator], -7%, 0%
CC1CCN(C(=O)COc2ccc(S(=O)(=O)N3CCCC3)cc2)CC1
    -15%, 4%, 106, -5%, -3%, 6%
Cc1cccc(-c2nc3c(c(SCc4ccccc4Cl)n2)Cc2c(CO)cnc(C)c2O3)c1
    ., 0%, 0, ., -12%, .
CC(=O)SC1CC(=O)C=C2CCC3C4CCC(=O)OC4(C)CCC3C21C (configuration not stated)
    21%, ., 0, 13%, ., .
Cn1c(N)c(C(=O)COC(=O)c2ccc(Br)o2)c(=O)n(C)c1=O
    8%, 1%, 5, 10%, -27%, -1%
Cc1cnc(C(=O)OCC(=O)N(C)CC(=O)Nc2ccccc2Cl)cn1
    1%, 0%, 11, 16%, 0%, .
O=C(NCCCCO)c1ccc2c3c(cccc13)CC2
    ?, -6%, -4, -12%, -2%, -10%
CC1(C(=O)O)CCC(C(=O)Nc2ccc(Cl)c(Cl)c2)C1(C)C (configuration not stated)
    -5%, -13%, -8, 1%, 14%, 6%
CCCC12CN3CCN(CC(C3)/C1=N\NC(=O)c1ccccc1N)C2
    12%, -8%, -13, 3%, -12%, 4%
NC(=O)NC(Cc1ccccc1)c1ccccc1 (configuration not stated)
    3%, -13%, 41, 0%, 7%[11.4 µM], -1%
CC(=O)N1CCN(Cc2nc3cc(NC(=O)Cn4nc(C)c5ccccc5c4=O)ccc3n2C)CC1
    20%, ?, -1, 3%, -9%, 1%
COC(=O)c1sc(NC(=O)COc2c(C)cccc2C)nc1C
    ?, -5%, -21, -15%, 5%[57.1 µM], -1%
COc1cccc(OC)c1C1=NCC(=O)Nc2c1oc1ccc(Br)cc21
    ?, ?, -95*, 3%, -11%, -10%
Cc1cccc(C)c1OCC(=O)N/N=C/c1ccncc1
    16%, -4%, -6, 76%[activator], -12%, 6%
Cc1cccc(-c2nc(=S)c3c(o2)CCCC3)c1
    12%, 0%, 54, 39%[activator], -4%, ?
CN(Cc1ccccc1)c1ncnc2c1nnn2C
    ., 3%, 2, ., 4%, .
O=C(CN1C(=O)CC(c2ccccc2)=Nc2ccccc21)Nc1ccc(Br)cc1
    ., 18%, -10, ., -3%, .
c1coc(-c2nn3c(Cn4nnc5ccccc54)nnc3s2)c1
    7%, -10%, 72, -12%, -2%, -18%
COc1ccc(C)cc1NC(=O)CNC(C)C(=O)Nc1cc(Cl)ccc1Cl (configuration not stated)
    -29%, 0%, -11, 66%[activator], 2%, -10%
COc1ccc(-c2noc(-c3ccc(N4CCCCC4C)c([N+](=O)[O-])c3)n2)cc1OC (configuration not stated)
    ., 21%, -8, ., 5%, .
Cc1cc(C)n(C(=O)/C(C#N)=N\Nc2ccccc2[N+](=O)[O-])n1
    14%, ?, -31, 5%, -2%, -1%
CCc1ccccc1Cn1c(=O)oc2cccnc21
    20%, 8%, -15, 0%, -2%, 0%
O=C(NC(Cc1c[nH]c2ccccc12)C(=O)O)c1ccc2c(c1)OCO2 (configuration not stated)
    11%, 2%, 3, -4%, 1%, 3%
CC1(C)Cc2nc3oc4c(=O)n(CC(=O)Nc5cccc(Cl)c5)cnc4c3cc2CO1
    5%, 4%, -13, -8%, 1%, -5%
Cc1ccnc(NC(c2ccncc2)c2c(C)[nH]c3ccccc23)c1 (configuration not stated)
    5%, 4%, -21, -10%, 2µM*, -5%
O=[N+]([O-])c1ccccc1Oc1ccccc1Cl
    7%, -15%, 10, -9%, -7%, 0%
CCCc1ccc(OCc2nc(-c3ccc(NC(=O)c4cccs4)cc3)no2)cc1
    8%, -5%, ?, -3%, -14%, 1%
NC(=O)NCC12CC3CC(CC(C3)C1)C2
    16%, -10%, 24, -18%, 2%, 2%
Cc1cccc(OCC(=O)NC(=S)NNC(=O)c2ccncc2)c1
    6%, 2%, 14, 58%[activator], -20%, .
COc1ccccc1CN(C)C(=O)CN1CCN(S(=O)(=O)c2ccc3c(c2)OCCCO3)CC1
    -10%, -16%, 58, 6%, -15%, .
Cn1c(SCCN2CCCC2)nnc1C1CCN(S(=O)(=O)c2cccc(F)c2)CC1
    3%, -12%, -17, -3%, 1%, -7%
Cc1cc(C(=O)CSc2ncccn2)c(C)n1Cc1ccco1
    -4%, 2%, 97, -1%, ?, -3%
O=c1c(=O)n(Cc2c(F)cccc2Cl)ccn1Cc1ccccc1
    ., 28%, -4, ., -9%, .
O=C(Cc1n[nH]c(=O)c2ccccc12)Nc1cc(C(F)(F)F)ccc1-n1cncn1
    14%, ?, 1, 15%, -20%, .
Cc1cccc(C)c1NC(=O)CCS(=O)(=O)c1ccc(Br)cc1
    5%, 2%, ., -2%, 1%, 0%
Clc1ccc(/C=N/c2c(-c3ccc(Cl)cc3)nc3n2CCS3)cc1
    15%, -8%, 22, -10%, -29%, -1%
CCN(CC)CCCNC(=O)C(=O)Nc1ccc2nc3n(c(=O)c2c1)CCCCC3
    ., 15%, 5, ., 5%, .
CC1C(=O)N2CCCc3cc(NC(=O)c4ccccc4F)cc1c32 (configuration not stated)
    -23%, -3%, 31, -21%, -16%, .
CS(=O)(=O)c1ncc(Cl)c(C(=O)N(Cc2ccc(Cl)cc2)Cc2ccco2)n1
    ., -9%, -107*, ., 1.8µM*, .
Cc1cccc(Oc2ncnc3onc(C)c23)c1
    -8%, 0%, 15, 0%, 3%, 0%
COc1cc2c(c(OC)c1OC)-c1ccc(SC)c(=O)cc1C(NC(=O)C(F)(F)F)CC2 (configuration not stated)
    -16%, ., -81*, 16%, ., .
COc1ccc(S(=O)(=O)Nc2cc(C)on2)cc1
    5%, 1%, 20, 4%, -5%, -7%
O=C(COC(=O)c1ccccc1Br)NC1CCCC1
    -8%, 0%, -22, -15%, -8%, .
C/C(CCN1CCc2nc(-c3ccccc3)c(-c3ccccc3)cc2C1)=N\OC[C@@H](C)[C@H](OCc1ccccc1)C(C)C
    5%[8.37 µM], -2%, ., -21%, -4%, 0%[12.9 µM]
CCN(CC)c1nc(Oc2ccc(C(=O)NN)cc2)nc(Oc2ccc(C(=O)NN)cc2)n1
    -12%, 0%, ?, 4%, 0%, 0%
CC1(C)C(=O)Nc2ccccc2N1C(=O)COC(=O)c1cc(S(=O)(=O)N2CCOCC2)ccc1F
    1%, -9%, 46, -8%, -11%, 1%
CCOc1cccc(N2CCN(CCNC(=O)Nc3ccc(C)cc3)CC2)c1C
    13µM*, -14%, 4, -7%, -7%, 6%
O=C(COc1ccccc1)NNc1nc2ccccc2s1
    -17%, -5%, 21, 93%[activator], 6%, 4%
COc1cccc(CNC(=O)C2CCN(S(=O)(=O)c3ccc4c(c3)NC(=O)C(C)S4)CC2)c1 (configuration not stated)
    ?, 0%, 83, -6%, -32%, 1%
Cc1noc2ncnc(Oc3cc(Cl)ccc3Cl)c12
    13µM*, -9%, -39, 2%, -2%, 0%
COc1ccc2c(c1)CC/C(=C/c1cc(OC)c(OC)c(OC)c1)C2=O
    ?, -5%, 4, 6%, 1%, 0%
Cc1ccc(Cl)cc1NC(=S)NCc1cccn1C
    0%, -13%, -15, -8%[2.32 µM], -14%, 2%

Bioassay records: PubChem, National Center for Advancing Translational Sciences (NCATS)

This is a random part of the collection, and some 9.3% of all compounds hit somewhere here.
